JMJD2A Tudor inh = blocks the human JMJD2A Tudor domain; O75164; AlphaScreen JMJD2A-Tudor / H3K4me3 peptide binding; Potency, µM (doses to about 114 µM), without a hit: at the top dose activity change, negative = inhibition, actives largely listed as inhibitors; 390,000 compounds, 4.4% hits; further: on the % scale 0 is the no-effect control and ±100 the full control effect; nearly all actives have a fitted effect of over 50% in size
Pol iota inh = blocks human DNA polymerase iota activity. Q9UNA4. Pol iota fluorescent replication assay, 10 min. Potency, µM (titrated, usually from 115 µM), inactives show at the highest dose activity, negative = inhibition, hits mostly inhibitors. 390,000 compounds, 1% hits
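Pol iota at 10 nM preincubated 15 min with compounds at room temperature; reaction started with fluorescent substrate, 50 nM final. Fluorescence read kinetically at 0 and 10 min; buffer-only wells as negative control.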
PGK inhibitor = blocks T. brucei phosphoglycerate kinase; P07378; PGK/GAPDH coupled, Kinase-Glo luminescence, 60 min; Potency, µM (titrated, usually from 57.5 µM), for inactives: at the highest dose activity change, negative = inhibition, usual class: inhibitors; 380,000 compounds, 0.043% hits; AID 602233; further: on the % scale 0 is the no-effect control and ±100 the full control effect; nearly all actives have a fitted effect of over 60% in size
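Luminescent ATP detection (Kinase-Glo Plus) follows a 60-minute room-temperature incubation, with wells lacking PGK as controls. Buffer: 100 mM TEA (pH 7.6), 5 mM MgCl2, 0.01% Tween-20. Coupling enzyme GAPDH (100 nM final) supplies unstable 1,3-BPG in-well.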
HP1b chromo inh = HP1-beta chromodomain-methylated histone interaction inhibition. 390,000 compounds, 0.56% hits. AlphaScreen HP1-beta / biotin-H3K9me3 peptide binding. Potency, µM (titrated, usually from 114 µM), without a hit: at the highest dose activity change, negative = inhibition, hits mostly inhibitors. AID 540317. P83916; further: nearly all actives have a fitted effect of over 70% in size; inactives centre near 23
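AlphaScreen: HP1-beta (50 nM) preformed 30 min with biotin-H3(1-18)K9me3 peptide (50 nM) in PBS pH 7.4, 0.01% Tween-20. Compound added for 30 min at RT, then streptavidin donor/nickel chelate acceptor beads (10 ug/mL) for 30 min.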
GLS inh = blocks human kidney-isoform glutaminase activity; GLS enzymatic activity, qHTS titration; O94925; AID 624170; 410,000 compounds, 0.21% hits; Potency, µM (doses to about 45.5 µM), inactives show at the highest dose activity change, negative = inhibition, usual class: inhibitors; further: on the % scale 0 is the no-effect control and ±100 the full control effect
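Glutamate formation by hKGA was monitored fluorometrically using coupled glutamate oxidase, HRP and Amplex Red. Substrate was added as 1 mM L-glutamine solution; incubation was 30 min at RT after an initial read.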
BAZ2B block = blocks human BAZ2B | Q9UIF8 | AlphaScreen BAZ2B-H3K14Ac peptide displacement | Potency, µM (titrated, usually from 114 µM), for the others: top-dose activity change, negative = inhibition, usual class: inhibitors | 360,000 compounds, 4.4% hits | AID 504333; further: on the % scale 0 is the no-effect control and ±100 the full control effect; nearly all actives have a fitted effect of over 60% in size
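Complex of BAZ2B and biotin-H3K14Ac (50 nM apiece) forms over 30 min at RT, then faces library compounds up to 110 uM for another 30 min; AlphaScreen beads added, 20 min dark incubation, luminescence read.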
Pin1 inhibitor = human Pin1 inhibition. Q13526. Pin1 FP peptide displacement, HiFluor488, 10 min. Potency, µM (highest dose often 115 µM), without a hit: top-dose activity, negative = inhibition, hits mostly inhibitors. 390,000 compounds, 0.009% hits. AID 504891; active means well fitted inhibition curve with a large enough effect in the polarisation, with a control signal flat, not every such curve was filed as active; inconclusive means small, poorly fitted or top-dose-only effect, or effect the other way, or a change in a side signal; inactive means no such curve, though single readings can be large or run the other way; the % refers to the polarisation; further: on the % scale 0 is the no-effect control and ±100 the full control effect
G9a inh = inhibitors of human histone lysine methyltransferase G9a | AID 504332 | Potency, µM (titrated, usually from 102 µM), without a hit: at the top dose activity, negative = inhibition, hits mostly inhibitors | 350,000 compounds, 8.8% hits | G9a H3K9 monomethylation, AlphaScreen, 2 h; further: on the % scale 0 is the no-effect control and ±100 the full control effect; nearly all actives have a fitted effect of over 75% in size
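Readings reflect AlphaScreen signal from monomethyl-H3K9 antibody detection. HMT at 20 nM; substrate b-H3K9 500 nM; cofactor SAM 20 uM; 2 h RT reaction; compounds tested as titrations in qHTS with 15 min preincubation.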
BLM helicase inh = Bloom syndrome helicase (human) inhibition; P54132; recombinant BLM DNA unwinding, fluorescence dequenching; Potency, µM (top dose mostly 56.1 µM), without a hit: top-dose activity change, negative = inhibition, actives largely listed as inhibitors; 350,000 compounds, 0.2% hits; AID 2528;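 further: plate controls were vehicle for no effect and no enzyme for full effect; nearly all actives have a fitted effect of over 35% in size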
The depositor's hits bear a star; i = inactive; ? = inconclusive; / = not tested or not shown; & = joins results of further samples; [ ] = remark or other dose. Unless noted, the call rests on the fitted dose curve; in most records, active means well fitted curve in the direction sought with a large enough effect; inconclusive means small, poorly fitted or top-dose-only effect, or another doubt; inactive means no such curve, though single readings can be large; an effect the other way counts as inactive or inconclusive. Potency means the concentration at half of the fitted maximal effect.

SMILES	JMJD2A Tudor inh	Pol iota inh	PGK inhibitor	HP1b chromo inh	GLS inh	BAZ2B block	Pin1 inhibitor	G9a inh	BLM helicase inh
CCCCN(C(=O)C1CCC1)c1c(N)n(Cc2ccccc2)c(=O)[nH]c1=O	-4%	20%	-2%	38%	-7%	1%	-8%	-8%[12.7 µM]	/
CC(=O)c1c(C)[nH]c(C)c1C(C)=O	-15%	-4%	/	16%	1%	-2%	-2%	25%[59 µM]	-3%
CC(C)(C)CC(C)(C)n1nnnc1N	-5%	-5%	-11%	21%	6%	/	-7%	/	/
COc1cccc(NC(=O)CN(C)C(=O)c2ccccc2CCc2ccccc2)c1	-20%	0%	-10%	7%	7%	-7%	-5%	3%[12.7 µM]	-12%
O=[N+]([O-])c1cccc(NC(=S)N2CCOCC2)c1	3%	11%	-9%	28%	21%	-14%	-8%	-3%	0%
Cc1ccc(-c2nc3sc(CCNC(=O)c4ccc(F)c(F)c4)c(C)n3n2)cc1	-8%	7%	-7%	8%	-15%	0%	-5%	2%[59 µM]	1%
CC(C)N(Cc1ccccc1)C(=O)c1cccs1	20%	-12%	/	80%[activator]	-6%	0%	7%	19%	-5%
Cc1nc2nc(C)c(NS(=O)(=O)c3ccc(CC(C)C)cc3)c(=O)n2[nH]1	1%&-14%	28%&5%	3%&-4%	-4%&22%	25%&38%	12%&-15%	?	40µM*	0%&2%
COc1ccc(CNC(=O)CCc2c[nH]c3ccccc23)cc1	-19%	41%[activator]	-7%	-25%	-12%	-6%	-7%	-32%	0%
COc1ccccc1C1C=C(c2ccccc2)Nc2nnnn21 (centres undefined)	-13%	33%[activator]	4%	34%	-7%	8%	2%	-26%[59 µM]	1%
O=C(Nc1ccc2c(c1)OCO2)c1cc(Cl)ccn1	-25%	46%[activator]	-14%	16%	-4%	?	2%	?	/
Cc1ccc(S(=O)(=O)CC(=O)c2ccc3c(c2)OCCO3)cc1	6%	26%	4%	27%	3%	-5%	1%	30%	-2%
Cc1cc2cc3c(cc2nc1SCC(=O)OC(C)C)OCCO3	27%	6%	0%	124%[activator]	-1%	80%[activator]	0%	194%[activator]	-12%
NS(=O)(=O)c1ccc(NC2=CC(=O)C(=O)c3ccccc32)cc1	22µM*	?	-1%	-8%	-6%	?	-14%	/	?
CCOC(=O)CNc1ncc([N+](=O)[O-])cc1C#N	-5%	7%	3%	32%	-6%	8%	-4%	21%[59 µM]	-1%
O=C(NCc1ccco1)C(c1cccs1)N(Cc1ccccc1)C(=O)Cn1nnc2ccccc21 (centres undefined)	-27%	12%	-3%	9%	6%	?	15%	-47%	-3%
CCOc1cc(C=O)ccc1OCCSc1ccc(C)cc1	141%[activator]	-2%	1%	179%	12%	209%[activator]	-5%	76%[activator][59 µM]	-10%
COc1ccccc1Sc1nc(-c2ccccc2)ncc1OC	30%	57%[activator]	7%	83%[activator]	-2%	9%	?	25%	-10%
CC(C)CC(=O)Nc1nnc(S(=O)(=O)N(CC(C)C)c2ccccc2)s1	-5%	-15%	6%	29%	-14%	?	-2%	18%[59 µM]	-3%
C/C(=N\NC(=O)c1nnn(-c2nonc2N)c1CN(C)c1ccccc1)c1cccnc1	2%	?	-2%	11%	64%[activator]	?	-2%	34%	-3%
CC(=O)c1c(C)[nH]c(C(=O)OCC(=O)C(C)(C)C)c1C	-26%	85%[activator]	i	16%	0%	?	1%	-13%[2.33 µM]	0%
COc1ccc(-c2nncnn2)cc1	?	-8%	-8%	-39%	13%	45µM*	-3%	?	-7%
COc1cccc(CNC(=O)c2cnc(N3CCCCC3)c3ccccc23)c1	16%	19%	i	42%[activator][57 µM]	-12%	23%	2%	24%[59 µM]	-7%
O=C(O)C(Cc1ccc(O)cc1)N1C(=O)c2c(Cl)c(Cl)c(Cl)c(Cl)c2C1=O (centres undefined)	-14%	-13%	1%	16%	17%	/	-1%	/	/
COc1ccc(NC(=O)CCCN2C(=O)/C(=C\c3ccco3)SC2=S)cc1	-29%	?	-6%	-13%	13%	?	27%	-7%[59 µM]	-14%
CN=C1N(C)C[C@@H]2[C@@H]3C(=O)N(C)C(=O)[C@@H]3[C@](Cc3ccccc3)(C(=O)OC)N12	-12%	2%	i	50%[activator]	-1%	/	-2%	/	/
O=C(NCCc1ccccc1)c1n[nH]c(=O)c2ccccc12	-12%	42%[activator]	i	21%	0%	-7%	-2%	?	-5%
COc1ccc(-c2nc(NC(=O)c3cc(C(C)(C)C)nn3C)sc2C)cc1	-35%	17%	5%	-11%	-3%	-6%	-17%	5%[59 µM]	-11%
O=C(CSc1nnnn1-c1ccccc1)Nc1ncc(Cc2cccc(Cl)c2Cl)s1	-6%	17%	-3%	40%[activator]	-3%	-5%	3%	-16%[59 µM]	-3%
Cn1c(SCC(=O)NC2CCCCCC2)nnc1-c1cccs1	-11%	61%[activator]	-9%	33%	2%	-1%	-5%	9%[59 µM]	0%
O=C1N/C(=C/c2cccn2-c2ccccc2)C(=O)N1Cc1ccc(F)cc1	-30%	30%[activator]	i	12%	-10%	-24%	?	13µM*	-7%
Cc1cc(C)cc(C(=O)OCC(=O)N2CCCCCC2)c1	-6%	13%	i	31%[activator]	3%	0%	-10%	5%[59 µM]	/
COc1cc(C(=O)O)cc(OC)c1OCc1cc(C(=O)O)oc1C	?	?	-18%	-5%	-20%	?	-13%	50µM*	-11%
COc1ccc(OC)c(NC(=O)CSc2nnnn2C2CCCC2)c1	-18%	106%[activator]	-6%	9%	-11%	-16%	-3%	15%	-3%
COC(=O)CCCCCN1C(=O)NC(C2CC2)C(C(=O)OCc2ccccc2)=C1C (centres undefined)	-3%	40%[activator]	0%	41%[activator]	8%	/	0%	/	/
COc1ccc(/C=N/NC(=O)c2ccncc2)cc1CN1CCOCC1	-1%	95%[activator]	-4%	24%	-10%	-3%	-5%	5%[12.7 µM]	0%
COc1ccc(NC(=O)CC2C(=O)N(C)C(=S)N2CCc2ccc(F)cc2)cc1 (centres undefined)	-12%	117%[activator]	3%	21%	-21%	-3%	-8%	5%[59 µM]	-11%
COc1ccc(NC(=O)NNC(=O)C(O)(c2ccccc2)c2ccccc2)cc1	-18%	-13%	-7%	47%[activator]	34%[activator]	-15%	-4%	-4%	-3%
Cc1cc(C)c2nc(NCc3ccccc3O)sc2c1	1%	15%	-2%	27%	12%	-13%	-10%	18%	-6%
Cc1ccc(S(=O)(=O)N2CCN(C(=O)c3cccs3)CC2)c(C)c1	-16%	21%	-4%	-6%	1%	/	-3%	-38%	-1%
Cc1cc(-c2ccccc2)c2ccc(NC(=O)C(C)(C)C)nc2n1	-5%	-10%	i	49%[activator]	-2%	4%	1%	?	-9%
O=[N+]([O-])c1ccc(F)cc1F	-14%	6%	-3%	-1%	-3%	29%	0%	5%[0.501 µM]	/
O=C(COc1nc2ccccc2nc1N1CCOCC1)NC1CCCCC1	-3%	-23%	0%	43%[activator]	4%	-3%	-4%	20%[59 µM]	0%
COc1ccc2c(Sc3ccccc3)c(C(=O)NCc3cc(Br)ccc3OC)[nH]c2c1	-12%	-3%	0%	17%	4%	-9%	32%[activator]	-39%[59 µM]	-6%

Reformatted: results already given.
Cc1cc(-c2ccccc2)c2ccc(NC(=O)C(C)(C)C)nc2n1
- JMJD2A Tudor inh = -5%
- Pol iota inh = -10%
- PGK inhibitor = i
- HP1b chromo inh = 49%[activator]
- GLS inh = -2%
- BAZ2B block = 4%
- Pin1 inhibitor = 1%
- G9a inh = ?
- BLM helicase inh = -9%

O=[N+]([O-])c1ccc(F)cc1F
- JMJD2A Tudor inh = -14%
- Pol iota inh = 6%
- PGK inhibitor = -3%
- HP1b chromo inh = -1%
- GLS inh = -3%
- BAZ2B block = 29%
- Pin1 inhibitor = 0%
- G9a inh = 5%[0.501 µM]
- BLM helicase inh = /

O=C(COc1nc2ccccc2nc1N1CCOCC1)NC1CCCCC1
- JMJD2A Tudor inh = -3%
- Pol iota inh = -23%
- PGK inhibitor = 0%
- HP1b chromo inh = 43%[activator]
- GLS inh = 4%
- BAZ2B block = -3%
- Pin1 inhibitor = -4%
- G9a inh = 20%[59 µM]
- BLM helicase inh = 0%

COc1ccc2c(Sc3ccccc3)c(C(=O)NCc3cc(Br)ccc3OC)[nH]c2c1
- JMJD2A Tudor inh = -12%
- Pol iota inh = -3%
- PGK inhibitor = 0%
- HP1b chromo inh = 17%
- GLS inh = 4%
- BAZ2B block = -9%
- Pin1 inhibitor = 32%[activator]
- G9a inh = -39%[59 µM]
- BLM helicase inh = -6%

Individual results from the results shown.
`Cc1cc(-c2ccccc2)c2ccc(NC(=O)C(C)(C)C)nc2n1` @ GLS inh: -2%
`COc1ccc2c(Sc3ccccc3)c(C(=O)NCc3cc(Br)ccc3OC)[nH]c2c1` @ G9a inh: -39%[59 µM]

Some of the entries so far, with two lines to a compound.
Every second line gives: JMJD2A Tudor inh | Pol iota inh | PGK inhibitor | HP1b chromo inh | GLS inh | BAZ2B block | Pin1 inhibitor | G9a inh | BLM helicase inh
- COc1ccc(OC)c(NC(=O)CSc2nnnn2C2CCCC2)c1
→ -18% | 106%[activator] | -6% | 9% | -11% | -16% | -3% | 15% | -3%
- COc1ccc(NC(=O)NNC(=O)C(O)(c2ccccc2)c2ccccc2)cc1
→ -18% | -13% | -7% | 47%[activator] | 34%[activator] | -15% | -4% | -4% | -3%
- CC(=O)c1c(C)[nH]c(C)c1C(C)=O
→ -15% | -4% | / | 16% | 1% | -2% | -2% | 25%[59 µM] | -3%

Some of the compounds tested (hit frequency here may not be typical).
